EPAC1 antagonist: qHTS for Antagonist of cAMP-regulated guanine nucleotide exchange factor 3 (EPAC1): primary screen. Rap guanine nucleotide exchange factor 3 (Homo sapiens), O95398. EPAC1 GEF assay, Rap1b-BODIPY-GDP exchange fluorescence. Potency, µM (highest dose often 115 µM), without a hit: top-dose activity change, negative = inhibition, hits mostly inhibitors. 360,000 compounds, 0.14% hits. AID 720709, 2013;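 note: potency is the fitted concentration of half-maximal effect; plate controls were vehicle for no effect and positive control for full effect; nearly all actives have a fitted effect of over 50% in size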
WRN helicase inh: qHTS for Inhibitors of WRN Helicase; Bifunctional 3'-5' exonuclease/ATP-dependent helicase WRN (Homo sapiens), Q14191; WRN helicase unwinding, fluorescent forked duplex, kinetic; Potency, µM (top dose mostly 114 µM), for inactives: at the top dose activity change, negative = inhibition, actives largely listed as inhibitors; 360,000 compounds, 0.46% hits; note: potency is the fitted concentration of half-maximal effect; % is set by controls: 0 for no effect and ±100 for the full control effect; nearly all actives have a fitted effect of over 55% in size
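Kinetic red-fluorescence monitoring (525/598 nm) tracks WRN helicase activity after 100 nM fluorophore-quencher forked duplex and 2 mM ATP are added to 20 nM enzyme pretreated 15 min at room temperature with compound.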
aSyn rescue: qHTS of alpha-syn Inhibitors. AID 652106, 2013. 370,000 compounds, 0.14% hits. Potency, µM (top dose mostly 46.1 µM), inactives show at the top dose growth rescue (activation), hits mostly activators. Yeast expressing alpha-synuclein, growth rescue, BacTiter-Glo, 24 h; note: potency is the fitted concentration of half-maximal effect; % of control where 0% means no effect; nearly all actives have a fitted effect of over 65% in size
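Screening used galactose-induced yeast with toxic alpha-synuclein levels, exposed to compound for 24 hr at 30 deg C. Cell growth, read with BacTiter-Glo luminescence, gave the measured signal.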
Abeta yeast res: qHTS for compounds that reverse cellular toxicity of Amyloid beta (A-beta) peptide in yeast: Primary Screen. yeast expressing A-beta42, growth rescue, OD600, 48 h; response scale: 0% DMSO, 100% iron-clioquinol control. Potency, µM (titrated, usually from 46.1 µM), for the others: at the highest dose growth rescue, most hits filed as activators. 410,000 compounds, 0.063% hits. AID 1347071, 2019; note: potency is the fitted concentration of half-maximal effect; nearly all actives have a fitted effect of over 55% in size
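Yeast growth medium received pinned compounds, then yeast cells expressing toxic A-beta were added; plates incubated at 30 C for 48 hr. Growth read as absorbance at 600 nm, normalized to DMSO and equimolar FeCl3 plus clioquinol controls.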
EPAC1 agonist: qHTS for Agonist of cAMP-regulated guanine nucleotide exchange factor 3 (EPAC1): primary screen. Potency, µM (top dose mostly 154 µM), without a hit: top-dose activation, actives largely listed as activators. Rap guanine nucleotide exchange factor 3 (Homo sapiens), O95398. 360,000 compounds, 0.073% hits. EPAC1 agonist qHTS, biochemical assay; response scale: 100% = response to 6.5 mM cAMP; note: potency is the fitted concentration of half-maximal effect; nearly all actives have a fitted effect of over 60% in size
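Fluorescent GDP-exchange assay: 100 nM EPAC1 with 250 nM Rap1B preloaded with BODIPY-GDP and 50 uM GDP; compounds tested as concentration series, 5 min at room temperature, then read every 5 min for 30 min (ex 480/em 540 nm); normalized to 6.5 mM cAMP.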
PLK1 PBD inh: qHTS for Inhibitors of PLK1-PDB (polo-like kinase 1 - polo-box domain): Primary Screen; Plk1 PBD binding of FITC phosphopeptide, fluorescence polarization; Potency, µM, for inactives: max response, negative = inhibition, actives largely listed as inhibitors; 360,000 compounds, 2.8% hits; AID 720504, 2013; note: potency is the fitted concentration of half-maximal effect; series mostly up to about 57 µM; % is set by controls: 0 for no effect and ±100 for the full control effect; nearly all actives have a fitted effect of over 65% in size
Target sequence (P53350 whole entry, looked up, the tested form may be a part): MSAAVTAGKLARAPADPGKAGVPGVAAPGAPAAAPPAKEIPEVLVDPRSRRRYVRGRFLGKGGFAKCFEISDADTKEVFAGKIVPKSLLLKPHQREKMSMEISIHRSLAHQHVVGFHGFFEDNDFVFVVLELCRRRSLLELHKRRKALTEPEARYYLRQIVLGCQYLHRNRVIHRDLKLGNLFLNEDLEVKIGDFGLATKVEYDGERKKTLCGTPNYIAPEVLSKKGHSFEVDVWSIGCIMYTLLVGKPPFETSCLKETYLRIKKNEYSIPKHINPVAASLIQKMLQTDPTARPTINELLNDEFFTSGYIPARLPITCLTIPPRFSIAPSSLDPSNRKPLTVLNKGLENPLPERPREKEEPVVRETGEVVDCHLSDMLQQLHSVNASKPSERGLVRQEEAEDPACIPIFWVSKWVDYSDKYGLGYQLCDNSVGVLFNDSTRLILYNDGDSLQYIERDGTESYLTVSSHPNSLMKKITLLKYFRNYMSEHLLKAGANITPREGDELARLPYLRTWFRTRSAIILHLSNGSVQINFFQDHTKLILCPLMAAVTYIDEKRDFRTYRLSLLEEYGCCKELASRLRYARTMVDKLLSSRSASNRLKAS
PI5P4K alpha inh: qHTS for Inhibitors of phosphatidylinositol 5-phosphate 4-kinase (PI5P4K); Phosphatidylinositol 5-phosphate 4-kinase type-2 alpha (Homo sapiens), P48426; PI5P4Kalpha enzyme, ADP-Glo luminescence, 60 min; active compounds read low; max response, %; 330,000 compounds, 1.2% hits; AID 652105, 2013; active = max response of -50% or lower; inconclusive = between -30% and -50%; inactive = -30% or higher; note: value at the top dose of about 77 µM; % is set by controls: 0 for no effect and ±100 for the full control effect
Target sequence (P48426 whole entry, looked up): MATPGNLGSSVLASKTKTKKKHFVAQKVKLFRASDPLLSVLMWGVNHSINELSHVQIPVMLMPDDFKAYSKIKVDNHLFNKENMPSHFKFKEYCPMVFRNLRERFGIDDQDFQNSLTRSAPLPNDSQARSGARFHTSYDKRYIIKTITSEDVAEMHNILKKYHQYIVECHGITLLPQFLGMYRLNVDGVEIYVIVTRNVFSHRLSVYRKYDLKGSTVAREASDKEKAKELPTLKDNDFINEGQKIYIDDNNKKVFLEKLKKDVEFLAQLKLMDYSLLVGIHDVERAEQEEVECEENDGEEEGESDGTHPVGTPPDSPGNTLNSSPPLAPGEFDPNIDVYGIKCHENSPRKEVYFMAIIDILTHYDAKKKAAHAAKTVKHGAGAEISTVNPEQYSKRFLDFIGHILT
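Compounds were pin-transferred onto PI5P4Kalpha and substrate in HEPES pH 7.4 buffer with EGTA, CHAPS and 5% DMSO. ATP (5 microM final) started the reaction, which ran 60 minutes at room temperature before ADP-Glo detection.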
FUS suppressor: qHTS for Suppressors of FUS Proteinopathy: Primary screen using FUS-linked yeast assay; S. cerevisiae FUS-expressing, growth rescue, OD600, 24 h; Potency, µM (doses to about 76.6 µM), for the others: at the top dose growth rescue (activation), most hits filed as activators; 390,000 compounds, 0.24% hits;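 note: potency is the fitted concentration of half-maximal effect; plate controls were DMSO vehicle for no effect and reference control for full effect; nearly all actives have a fitted effect of over 55% in size; some results filed as inactive show a strong effect at the top dose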
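FUS-expressing yeast, raffinose-pregrown, induced in 2% galactose minimal medium at OD 0.005; compounds in a dilution series, 24hr at 30C. Growth restoration read as absorbance at 600 nm. CP55940 positive control, DMSO negative.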
IL-2 act: qHTS of IL-2 Activators; activation, % (series mostly up to about 46 µM); AID 652025, 2013; IL-2 activation reporter assay, cell-based qHTS; stimulated with anti-CD3/CD4/CD28 beads; in transgenic mouse T cells; 360,000 compounds, 0.065% hits; in the data active = activation above about 50%; inconclusive = mostly about 30% to 49%; note: 0% is about no effect
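Readout: EGFP and DsRed signals by fluorescent plate cytometry. Unstimulated transgenic mouse T cells received compound 60 min before antibody-bead stimulation, then incubated 18 h at 37 degrees C.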
* hit, by the source's call; ? = inconclusive; / = no result given; [ ] = remark or other dose. Unless noted, calls come from the whole dose curve; as a rule, active = well fitted curve in the direction sought with a large enough effect; inconclusive = small, poorly fitted or top-dose-only effect, or another doubt; inactive = no such curve, though single readings can be large; an effect the other way counts as inactive or inconclusive.

Start of the data: the first 2 compounds, ahead of the listing:
SMILES | EPAC1 antagonist | WRN helicase inh | aSyn rescue | Abeta yeast res | EPAC1 agonist | PLK1 PBD inh | PI5P4K alpha inh | FUS suppressor | IL-2 act
CC(=O)NC(CC(=O)OCC(=O)NCCc1ccccc1)c1ccccc1 (configuration not stated) | 16% | -4% | 0% | 5% | -2% | 2% | 4 | -19% | -5.6
c1ccc2oc(-c3csc(NCC4CCCO4)n3)cc2c1 (configuration not stated) | -6% | -11% | -2% | 21% | 6% | -25% | 4 | 23% | 1.8

Main list, from the start:
SMILES | EPAC1 antagonist | WRN helicase inh | aSyn rescue | Abeta yeast res | EPAC1 agonist | PLK1 PBD inh | PI5P4K alpha inh | FUS suppressor | IL-2 act
CC(=O)NC(CC(=O)OCC(=O)NCCc1ccccc1)c1ccccc1 (configuration not stated) | 16% | -4% | 0% | 5% | -2% | 2% | 4 | -19% | -5.6
c1ccc2oc(-c3csc(NCC4CCCO4)n3)cc2c1 (configuration not stated) | -6% | -11% | -2% | 21% | 6% | -25% | 4 | 23% | 1.8
CCOP(=O)(c1ccccc1)c1nc(-c2ccccc2C)oc1NCc1ccccc1 (configuration not stated) | -25% | -3% | 3% | 13% | -8% | -2% | 0 | -3% | 0.6
COc1ccc(-c2cc(C(=O)O)c3ccccc3n2)c(OC)c1 | -4% | -26% | -9% | -3% | 6% | -12% | 1 | 10% | 1.0
OC(Cn1cncn1)c1ccc(Cl)cc1 (configuration not stated) | 1% | -1% | 13% | 0% | 3% | -9% | / | 4% | 1.0
Cc1noc(C)c1C(=O)N1CCOCC1 | -2% | 11% | -5% | -5% | 8% | -10% | 6 | -8% | -0.4
COCCNc1nc(Nc2ccc(C#N)cc2)c2sccc2n1 | -15% | -20% | 0% | 8% | 4% | 4% | -2 | -4% | -1.1
O=C(Nc1nc2ccccc2n1Cc1ccc(Cl)cc1)c1ccco1 | -14% | 1% | -7% | -3% | 4% | -12% | / | ? | -0.1
COc1ccc(C(C)=O)cc1COc1ccccc1[N+](=O)[O-] | -5% | 2% | 0% | -1% | -9% | -22% | 4 | 14% | -1.6
Cc1nn(-c2ccccc2)c2c1C(c1ccc([N+](=O)[O-])cc1)C(C#N)=C(N)O2 (configuration not stated) | -4% | -20% | 1% | 17% | 9% | ? | -3 | -16% | 2.3
CCOC(=O)C1=C(COC(=O)CNC(=O)c2cccc(C)c2)NC(=O)NC1C (configuration not stated) | 6% | 3% | -5% | 3% | -1% | -4% | -18 | 3% | -3.7
O=[N+]([O-])c1ccc(N2CCN(C(=S)Nc3ccccc3)CC2)cc1 | 3% | -3% | 0% | -8% | 6% | -6% | 4 | 9% | 1.0
OCCN(CCO)CC(O)COCCC12CC3CC(CC(C3)C1)C2 (configuration not stated) | 3% | -32%[57.1 µM] | 5% | -13% | -12% | -11% | 2 | -5% | -2.3
Clc1ccc(NC2(c3nnnn3C3CCCCC3)CCCCC2)cc1 | -1% | -8% | -3% | 7% | 12% | 27µM* | -12 | 0% | -0.8
CC(C)c1ccc(N(CC(=O)NC2CCCCC2)C(=O)CNC(=O)c2ccco2)cc1 | 25% | 6% | -1% | -6% | -12% | 0% | 6 | 29% | -0.5

PLK1 PBD inh, entries above that show a hit
SMILES | EPAC1 antagonist | WRN helicase inh | PLK1 PBD inh | PI5P4K alpha inh | FUS suppressor | IL-2 act
Clc1ccc(NC2(c3nnnn3C3CCCCC3)CCCCC2)cc1 | -1% | -8% | 27µM* | -12 | 0% | -0.8

New compounds follow:
SMILES | EPAC1 antagonist | WRN helicase inh | aSyn rescue | Abeta yeast res | EPAC1 agonist | PLK1 PBD inh | PI5P4K alpha inh | FUS suppressor | IL-2 act
O=C(O)c1cc(S(=O)(=O)NC23CC4CC(CC(C4)C2)C3)ccc1Cl | -14% | -4% | 8% | -12% | 9% | -8% | 0 | -20% | -0.3
CCN(CC(=O)NCc1cccnc1)S(=O)(=O)c1ccc(OC)cc1 | -9% | 8% | -14% | 0% | -2% | -10% | 0 | 31% | 0.3
O=C(CSc1nnc(CNc2ccccc2)o1)N1CCc2ccccc21 | -8% | -2% | 2% | 8% | -5% | 0% | / | 12% | -1.8
Cc1nc2sc3c(c2c(=O)n1N)CCC3 | 5% | -6% | 3% | -13% | 9% | -7% | 7 | -4% | 6.4
CCCCOc1ccc(NC(=O)CSc2cccc3cccnc23)cc1 | -7% | 6% | 2% | -6% | -13% | ? | -6 | 2% | -4.8
CC(C)(Oc1ccc(Cl)cc1)C(=O)N1CCC(C(N)=O)CC1 | -2% | -4% | 8% | -12% | 7% | -6% | 0 | -20% | -2.9
Cn1c2ccccc2c(=O)c2c(=O)n(-c3ccc(F)cc3)c(C3CCCCC3)nc21 | -13% | 2% | 2% | -30%[inhibitor] | -5% | -5% | 1 | 6% | 1.2
CC(=O)Nc1ccccc1NC(=O)c1ccccc1 | -4% | -4% | 0% | -4% | 6% | 0% | 4 | -29% | 0.1
CN(Cc1ccon1)C(=O)c1ccc2nc(Cc3cccc(Cl)c3)oc2c1 | -20% | -3% | 1% | -2% | -1% | -1% | 1 | 11% | 0.0
Cc1c(NC2=C(Cl)C(=O)N(c3ccccc3Cl)C2=O)c(=O)n(-c2ccccc2)n1C | -2% | -17% | 6% | -19% | -8% | ? | -9 | / | 0.0
CCN(C(=O)CSc1nnc(COc2cccc(C)c2)o1)c1nc(C)cs1 | -3% | 5% | 0% | 15% | 2% | -23% | 6 | -4% | 0.9
N#Cc1cc(Cl)c(NCC2CCCO2)cc1C#N (configuration not stated) | 1% | 6% | -1% | -8% | -2% | -4% | 4 | -8% | -0.6
Cc1cccc(N(C(=O)c2snc(C(N)=O)c2N)C(C(=O)NCC2CCCO2)c2ccc(N(C)C)cc2)c1C (configuration not stated) | -20% | 1% | 0% | 1% | 7% | 4% | 1 | 15% | -0.7
Nc1ccc(S(=O)(=O)N2CCc3ccccc32)cc1 | -5% | -10% | 16% | 12% | 2% | 2% | -1 | 8% | -1.3
CCc1c(C#N)sc(C(N)=O)c1CC | 11% | 7% | 11% | 2% | -6% | 7% | 1 | -2% | -1.9
CCCCCCC(=O)Nc1nc(C)c(-c2csc(Nc3cccc(OC)c3)n2)s1 | 18% | -2% | -5% | 1% | -11% | -8% | -6 | 7% | 0.0
N#Cc1ccccc1Oc1ccc(S(=O)(=O)N2CCCCC2)cn1 | 5% | 2% | -4% | 6% | 3% | -3% | 11 | 9% | -1.8
C/C(=N/NC(=O)CNc1ccc(C)cc1)c1ccc(Br)s1 | -3% | -6% | 6% | -4% | 6% | -13% | / | 49% | -1.7
Cc1ccc(SCCC(=O)Nc2ccccc2C(=O)N2CCOCC2)cc1 | ? | -29% | -6% | -5% | 0% | -10% | 2 | / | -5.1
CCC(C)C(=O)Nc1nc(C)c(-c2csc(Nc3cc(Cl)ccc3OC)n2)s1 (configuration not stated) | -4% | -3% | 8% | 8% | -6% | -20% | -14 | 23% | 0.3
CCNC(COC(=O)c1ccc([N+](=O)[O-])cc1)C1CCCCC1 (configuration not stated) | 16% | 6% | 1% | -10% | -6% | 0% | -6 | / | -4.3
COc1ccc(N2CCN(C(=O)CSc3nnc4ncccn34)CC2)cc1 | 3% | -4% | 1% | 1% | 5% | -4% | / | 30% | -1.0
COc1ccc2[nH]c3c(=O)n(CCCN4CCOCC4)cnc3c2c1 | -1% | -2% | -5% | 3% | 1% | -14% | 2 | 2% | -0.3
CCc1ccc(-c2cc(C(=O)N3N=C(C(F)F)CC3(O)C(F)F)c3ccccc3n2)cc1 (configuration not stated) | -21% | -26% | -14% | -77%[inhibitor] | 16% | -1% | / | 35% | -0.1
Cc1nnc2n(Cc3ccccc3)c(=O)c3c4c(sc3n12)COC(C(C)C)C4 (configuration not stated) | -9% | 2% | 0% | -10% | -5% | -7% | -5 | 6% | -0.5
C=CCn1c(SCc2ccc(Cl)c(Cl)c2)nnc1C(CO)NC(=O)c1ccc(OC)cc1 (configuration not stated) | 4% | 6% | -1% | 8% | -4% | -14% | -2 | 37% | 0.4
Cc1ccc(S(=O)(=O)/N=C(/c2ccccc2)N2CCOCC2)cc1 | -6% | 2% | 2% | -3% | 0% | 1% | 8 | -3% | -1.0
O=S(=O)(c1ccc(Cl)cc1)N1CCC(N2CCOCC2)CC1 | 0% | -1% | -11% | -25% | 5% | -3% | / | 29% | 0.3
O=C(NCCc1nc2ccccc2[nH]1)/C(=C/c1ccc2c(c1)OCO2)NC(=O)c1ccccc1Cl | 2% | -15%[57.1 µM] | 2% | 16% | -7% | -3% | -4 | ? | -2.1
Cc1ccc(S(=O)(=O)N2[C@@H](c3ccc(Cl)cc3)C(C(=O)O)=CC[C@H]2c2ccc(C(C)C)cc2)cc1 | 50µM* | -1% | -25% | 10% | -13% | 19µM* | -5 | ? | 0.5
CCC(=O)Nc1cccc(NC(=O)c2cccc([N+](=O)[O-])c2C)c1 | -6% | -5% | -6% | -1% | 2% | -4% | 5 | 34% | -2.2
COc1ccc(-c2noc(COc3ccccc3OC)n2)cc1OC | -20% | -1% | 1% | 8% | 11% | 5% | -1 | 32% | -1.8
C/C=C/c1ccc(OCCCNC)c(OC)c1 | -13% | -3% | 7% | -8% | 0% | -1% | 7 | -2% | 1.2
CCOC(=O)c1sc(NC(=O)CSc2ncccn2)nc1C | ? | -36% | -4% | -15% | -2% | -14% | -1 | / | -2.2
CC1(C(=O)NS(=O)(=O)Cc2cccc(Cl)c2)CCN1C(=O)Cc1cccs1 (configuration not stated) | -19% | -10%[57.1 µM] | 0% | -4% | -17% | 2% | 0 | -9% | 1.0
